MrgX1 ag: agonists of human MrgX1 receptor, primary screen, HEK293 cells, Fluo-4 calcium flux | Mas-related G-protein coupled receptor member X1 (Homo sapiens), Q96LB2 | B-score at 10 µM | 310,000 compounds, 0.44% hits | AID 588627, 2011 | Fluo-4 calcium fluorescence, agonist mode; hits give high values;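 active means calcium response B-score plate-corrected fluorescence ratio at least 3 library SD, with starting fluorescence B-score inside 5 SD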
Target sequence (Q96LB2 whole entry, looked up): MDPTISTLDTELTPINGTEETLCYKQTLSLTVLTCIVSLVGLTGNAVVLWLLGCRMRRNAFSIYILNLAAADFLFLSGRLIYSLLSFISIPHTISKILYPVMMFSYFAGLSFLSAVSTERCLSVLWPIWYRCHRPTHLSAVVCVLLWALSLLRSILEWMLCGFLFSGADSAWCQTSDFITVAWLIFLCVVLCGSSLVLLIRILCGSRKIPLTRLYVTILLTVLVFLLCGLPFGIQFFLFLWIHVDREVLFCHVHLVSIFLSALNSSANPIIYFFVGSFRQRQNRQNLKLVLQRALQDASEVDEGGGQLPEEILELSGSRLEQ
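System – MrgX1-expressing HEK293 cells · Incubation – cells plated overnight, dye loaded 0.5 h 37 °C, 0.5 h room temperature · Technique – kinetic Fluo-4 NW fluorescence of intracellular calcium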
RGS4 act: RGS4 potentiators or activators, primary screen, cell-based, HEK293 M3R inducible RGS4, calcium flux. carbachol calcium flux Fluo4; hits give low values. B-score at 10 µM. 310,000 compounds, 0.92% hits;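 active means B-score of the integrated calcium signal more than 4 SD below the library mean, with starting fluorescence not abnormally high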;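 further: negative B-score means reduced calcium response which marks RGS4 activation or potentiation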
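test system = M3R-expressing HEK293 line, RGS4 induced by doxycycline | probe or stimulus = carbachol at ECmax as muscarinic agonist stimulus | timing = dye loading 30 min 37 °C, buffer rest 30 min RT | signal = calcium dye Fluo4 fluorescence | evaluation = B score from integrated fluorescence ratio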
SKKanGAS inh: S. pyogenes SKKanGAS growth inhibitors in kanamycin, primary screen, streptokinase expression inhibitor project, SKKanGAS strain, BacTiter-Glo luminescence; 6 h; AID 1662, 2009; 300,000 compounds, 1.3% hits; inhibition, % at 7.5 µM;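 active means mean replicate score, as percent of positive control median, at least 50; inconclusive means mean below 50 but one replicate at or above 50; inactive means mean and every replicate below 50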;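 further: strain carries kanamycin resistance gene driven by streptokinase promoter and grows in 40 µg/ml kanamycin; loss of luminescence reflects streptokinase promoter inhibition or plain growth inhibition; 0% = median of DMSO wells and 100% = positive control at its reference dose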
Platelet DG rel: inhibitors of platelet dense granule secretion, primary screen, cell-based, MLPCN, human platelets; 300,000 compounds, 0.22% hits; inhibition, %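 (compounds screened at 7.5 µM in platelet-rich plasma)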; AID 1663, 2009; human platelet-rich plasma, SFLLRN dense granule ATP release, luminescence;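 active means mean replicate score, as percent of positive control, at or above 50; inconclusive means mean below 50 but at least one replicate at or above 50; inactive means mean and every replicate below 50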
TRPC6 inh: mouse TRPC6 channel inhibitors, primary screen, cell-based, HEK293, membrane potential dye. Short transient receptor potential channel 6 (Mus musculus), Q61143. ACh-evoked depolarization; hits give low values. B-score at 10 µM. 310,000 compounds, 1.1% hits. AID 2553, 2010;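 active means B-score under library mean minus 3 SD, initial fluorescence not abnormally high, positive integrated signal ratio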;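 further: B-score derived from integrated fluorescence ratio over the kinetic read; more negative B-score means stronger inhibition of depolarization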
MrgX1 PAM: positive allosteric modulators of MrgX1, primary screen, HEK293 cells, Fluo-4 calcium flux | FDSS; hits give high values | B-score at 10 µM | 310,000 compounds, 0.63% hits;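 active means plate-corrected calcium response at least 3 library SD above typical, normal starting fluorescence, not activating the receptor alone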;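 further: compound read alongside a low EC10 to EC30 dose of BAM8-22 agonist; peak minus trough fluorescence over baseline measured at the second addition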
MrgX1 antag: antagonists of human MrgX1 receptor, primary screen, HEK293 cells, Fluo-4 calcium flux | Mas-related G-protein coupled receptor member X1 (Homo sapiens), Q96LB2 | BAM8-22 antagonism; hits give low values | B-score at 10 µM | 310,000 compounds, 1.3% hits | AID 588676, 2011;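 active means calcium-response B-score plate-corrected more than 3 library SD below zero, starting fluorescence within 5 deviations, no agonist response on first addition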;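 further: peak minus trough fluorescence over baseline after final BAM8-22 challenge near maximal dose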
HIF act: HIF pathway transcriptional activators, primary screen, cell-based, U2OS HRE-luciferase, luminescence; U2OS HRE-luciferase reporter; normalized: DMSO 0%, desferrioxamine 100%; activation, % at 7.5 µM (by protocol); 300,000 compounds, 0.32% hits; AID 1910, 2009;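 active means mean activation of at least 10% of the iron chelator positive control signal, with at least half of replicates also reaching 10%; inconclusive means mean and replicate majority disagree about reaching 10%; inactive means mean and most replicates under 10%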
RGS4 inh: RGS4 inhibitors, primary screen, cell-based, HEK293 M3R inducible RGS4, calcium flux | AID 463165, 2010 | Fluo-4 calcium flux; hits give high values; triggered by carbachol at its EC20 | 310,000 compounds, 0.45% hits | Regulator of G-protein signaling 4 (Homo sapiens), P49798 | B-score at 10 µM;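 active means B-score, a plate-corrected calcium signal, over three deviations above library mean, with baseline fluorescence within five deviations of library mean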;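 further: RGS4 expression induced by doxycycline in cells with stable M3 receptor; B-score is computed from the integrated fluorescence ratio over baseline after carbachol; higher B-score means a larger calcium signal and so more RGS4 inhibition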
Target sequence (P49798 whole entry, looked up): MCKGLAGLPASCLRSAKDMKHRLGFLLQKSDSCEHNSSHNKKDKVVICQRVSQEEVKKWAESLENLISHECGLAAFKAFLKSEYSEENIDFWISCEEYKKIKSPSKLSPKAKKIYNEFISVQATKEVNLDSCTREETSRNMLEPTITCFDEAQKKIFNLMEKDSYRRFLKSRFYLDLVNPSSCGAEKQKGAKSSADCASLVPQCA
TRPC6 act: mouse TRPC6 channel activators, primary screen, cell-based, HEK293, membrane potential dye. 310,000 compounds, 0.13% hits. B-score at 10 µM. HEK293-TRPC6 membrane potential dye fluorescence; hits give high values. Short transient receptor potential channel 6 (Mus musculus), Q61143;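 active means B-score of the integrated fluorescence ratio above library mean plus 3 SD, and starting fluorescence ratio within library mean plus 5 SD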;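 further: higher score means more depolarization so channel activation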
TRPC4 block: inhibitors of mouse TRPC4 channel, primary screen, Fluo4 calcium, HEK293 TRPC4beta/mu-opioid cells; Short transient receptor potential channel 4 (Mus musculus), Q9QUQ5; DAMGO-evoked Fluo4 calcium flux; hits give low values; B-score at 10 µM; 300,000 compounds, 0.39% hits;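 active means B-score over 3 SD under the library average, no early fluorescence shift, positive overall ratio signal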
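Material: HEK293 cells with stable TRPC4beta plus mu-opioid receptor expression; probe or stimulus: DAMGO in two steps, submaximal then maximal; technique: Fluo4 calcium fluorescence by kinetic imaging, 5 s 1 Hz baseline; measure: integrated fluorescence ratio relative to baseline, converted to per-well B score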
Numbers without * were called inactive; i = inactive; ? = inconclusive; . = no result given; & = joins results of further samples; ! = a repeat was not active.

SMILES	MrgX1 ag	RGS4 act	SKKanGAS inh	Platelet DG rel	TRPC6 inh	MrgX1 PAM	MrgX1 antag	HIF act	RGS4 inh	TRPC6 act	TRPC4 block
O=C(NCC1CCCO1)c1cccc(NS(=O)(=O)c2ccccc2)c1 (centres undefined)	i	i	1	32	i	i	i	0.1	i	i	i
CC1CCCCN1CCCNC(=O)C1CCCN(c2ncnc3c2nc2n3CCCCC2)C1 (centres undefined)	i	i	-2	6	i	i	i	-0.9	i	i	i
CCOC(=O)N1CCN(C(=O)C2CCN(S(=O)(=O)c3ccc(OCC)cc3)CC2)CC1	i	i	0	1	i	i	i	0.0	i	i	i
CNC(=O)NC(=O)C(OC(=O)CCNS(=O)(=O)c1ccccc1)c1ccccc1 (centres undefined)	i	i	0	1	i	i	i	0.2	i	i	i
CCOC(=O)C1(Cc2ccccc2)CCN(Cc2cnn(-c3ccccc3)c2)CC1	i	i	-26	3	i	i	-6*	-0.3	i	i	i
Cc1ccc(NC(=O)c2cc3c(CO)cnc(C)c3oc2=Nc2cccc(C(N)=O)c2)cc1	i	i	4	-1	i	i	i	0.2	i	i	i
CCOC(=O)c1ccc(-n2c(CN3CCC(O)CC3)nc3ccc([N+](=O)[O-])cc3c2=O)cc1	i	i	0	3	i	i	i	-0.6	i	i	i
Cc1cc2c(cc1C)CN(c1ccccc1)C2	i	i	12	20	i	i	i	1.3	i	i	i
O=C(CSc1nnc(-c2ccc(O)cc2)n1-c1ccccc1)CC(=O)Nc1ccccc1	i	i	29	7	i	i	i	1.1	i	i	i
COCCOC(=O)C1=C(C)NC2=C(C(=O)CC(C)(C)C2)C1c1cccnc1 (centres undefined)	i	i	-4	-2	i	i	i	0.1	i	i	i
O=C(C1CCCN(S(=O)(=O)c2cc(Cl)ccc2Cl)C1)N1CCOCC1 (centres undefined)	i	i	-1	4	i	i	i	-0.1	i	i	i
CCOc1ccc(C(=O)OCc2nnc(-c3cccs3)o2)cc1OC	i	i	-6	5	i	i	i	-0.1	i	i	i
CCc1ccc(NC(=O)C2CCN(S(=O)(=O)c3c(C)[nH]c(=O)[nH]c3=O)CC2)cc1	i	i	-10	2	i	i	i	-0.2	i	i	i
CCC1Oc2ccccc2N(CC(=O)N2CCOCC2)C1=O (centres undefined)	i	i	-6	-1	i	i	i	-0.1	i	i	i
Cc1ccc(S(=O)(=O)N(C)CC(=O)NC2CC(C)(C)NC(C)(C)C2)cc1	i	i	-9	1	i	i	i	-0.3	i	i	i
CCOC(=O)N1CCN(C(=O)c2ccc3c(=O)n(CCC4=CCCCC4)c(=O)[nH]c3c2)CC1	i	i	4	7	i	i	i	-0.1	i	i	i
CCC(C(=O)N1CCC(C(N)=O)CC1)n1nc(C)n2c(cc3occc32)c1=O (centres undefined)	i	i	4	-1	i	i	i	-0.4	i	i	i
CCOc1cc(/C=C/C(=O)c2ccc(OC)c(CN3CCOCC3)c2)cc(Br)c1O	143*	i	0	13	i	i	i	-0.4	i	20*	i
Cc1ccc(/C=C/C(=O)Nc2ccc(S(=O)(=O)Nc3cc(C)nc(C)n3)cc2)cc1	i	i	-3	2	i	i	i	-0.2	i	i	i
COc1cccc(C(=O)Oc2cc(-c3ccccc3)no2)c1	i	i	-4	-11	i	i	i	-0.3	i	i	i
CN1CC(C(=O)O)Cc2c1ccc1ccccc21 (centres undefined)	i	i	5	-15	i	i	i	-11	i	i	i
CCCCN(C(=O)/C=C/c1ccccc1)C1CCS(=O)(=O)C1 (centres undefined)	i	i	-3	4	i	i	i	0.1	i	i	i
CCc1ccc(/C(C)=N/NS(=O)(=O)c2ccc(OC)cc2)s1	.	i	-1	3	i	.	.	-0.2	i	i	i
CCOC(=O)c1cnc(SCC(=O)c2ccc3c(c2)OCCO3)nc1N	i	i	-2	4	i	i	i	-0.1	i	i	i
Cc1nc(-c2ccc(NC(=O)CC(C)C)cc2)cs1	i	i	0	4	i	i	i	3.9	i	i	i
CCOc1cc(NS(=O)(=O)c2ccc(NC(C)=O)cc2)c(OCC)cc1NC(=O)c1cccs1	i	i	2	-2	i	i	i	-0.1	i	i	i
COc1ccc(N2C(=O)CC(N3CCN(Cc4ccc5c(c4)OCO5)CC3)C2=O)cc1 (centres undefined)	i	i	-1	-2	i	i	i	0.0	i	i	i
CC1(OC(=O)CCc2ccccc2)C(=O)C=C2C=C(c3ccc(C#N)cc3)N(c3ccccc3)C=C2C1=O (centres undefined)	i	i	11	2	i	i	i	0.7	i	i	i
CCN(CC)S(=O)(=O)c1ccc(Oc2ccccc2OC)cc1	i	i	3	-1	i	i	i	-0.2	i	i	i
Cc1ccc(S(=O)(=O)N2CCN(CCNC(=O)C(=O)NCc3ccccc3)CC2)cc1	i	i	1	1	i	i	i	0.3	i	i	i
COCCNC(=O)CCN1N=C(c2ccccc2)CCC1=O	i	i	-1	5	i	i	i	-0.6	i	i	i
CCN(CC)C(=O)c1ccc2c(=O)n(Cc3ccc4c(c3)OCO4)c(=S)[nH]c2c1	i	i	6	-2	i	i	i	-0.4	i	i	i
CCS(=O)(=O)N1CCN(C(=O)c2cccc(OC)c2)CC1	i	i	3	-2	i	i	i	0.5	i	i	i
Cc1nc2ccccc2nc1OCC(=O)NCc1ccc2c(c1)OCO2	i	i	3	2	i	i	i	-0.3	i	i	i
Cc1ccc(NC(=O)Nc2ccc(F)cc2)cc1Cl	i	i	3	3	i	i	-6.1*	2.1	i	i	i
Cc1ccc(S(=O)(=O)N(C)CCCC(=O)Nc2ccncc2)cc1	i	i	-8	23	i	i	i	0.1	i	i	i
Cc1ccc(NC(=O)C2CCCN2C(=O)Oc2ccccc2)cc1C (centres undefined)	i	i	-14	-2	i	i	i	-0.1	i	i	i
Cc1c(C(=O)NCc2c(F)cc(F)cc2F)oc2ccc(S(=O)(=O)N3CCOCC3)cc12	i	i	21	3	i	i	i	-0.3	i	i	i
COc1ccc(C(=O)O)cc1S(=O)(=O)Nc1cccc(C)c1	i	i	-4	3	i	i	i	-0.2	i	i	i
CC(=O)NC(NC(C)=O)c1ccc(N(C)C)cc1	i	i	-1	6	i	i	i	0.5	i	i	i
C1CCC2(CC1)C1=C(CCCC1)Nc1nnnn12	i	i	-3	-1	i	i	i	126*	i	i	i
CC1CCC(C(C)C)C(OC(=O)Cn2c(-c3ccccc3)[n+](C)c3ccccc32)C1 (centres undefined)	i	i	12&9	-11&-11	-5.6*!	i	-7.5*	0.0&-0.2	i	12*	i
Cc1cccc(NC(=O)c2onc3c2CCCC3)n1	i	i	18	21	i	i	i	-5.3	i	i	i
COCCCNC(=O)CCCn1c(=O)c2ccccc2n(CC(=O)Nc2c(C)cccc2C)c1=O	i	i	6	3	i	i	i	0.1	i	i	i
COc1ccc(C(=O)c2c3ccc(C(F)(F)F)cc3[n+]([O-])n2CCCN)cc1	i	i	5	-3	-5.7*	i	i	-0.3	i	i	i
O=C(Cc1cccs1)NCc1ccc2c(c1)OCO2	i	i	5	2	i	i	-8*	1.8	i	i	i
Cc1csc(=O)n1CC(=O)OCC(=O)Nc1ccc(Cl)cc1F	i	i	-7	-13	i	i	i	0.3	i	i	i
CCCCC(=O)NNC(=S)NC(=O)CCC	i	i	23	2	i	i	i	-25	i	i	i
Cc1ccc2c(NC(=O)c3ccco3)cccc2n1	i	i	-1	-5	i	i	i	-0.1	i	i	i
CCOc1ccc(CCN2C(=O)c3cccnc3C2=O)cc1OCC	i	i	-5	-2	i	i	i	-0.1	i	i	i
COc1nc(N(C)S(=O)(=O)c2ccc(C)cc2)nc(C)c1Br	i	i	17	-1	i	i	i	0.0	i	i	i
Cc1ccc(/C(N)=N/OC(=O)c2ccco2)cc1	i	i	-2	2	i	i	i	-2.5	i	i	i
CCN(CC)S(=O)(=O)c1ccc(NS(=O)(=O)c2ccc(F)cc2)cc1	i	i	14	-8	i	i	i	-0.3	i	i	i
C=CCNc1cc(N2CCCC2)ccc1[N+](=O)[O-]	i	i	-3	-5	i	i	i	0.1	i	i	i
O=C1CC(c2cccc(Cl)c2)CC(O)=C1C=Nc1cccc(Cl)c1 (centres undefined)	i	i	8	5	i	i	i	.	i	i	i
CCS(=O)(=O)Nc1cccc(C(=O)O)c1	i	i	-13	-9	i	i	i	0.1	i	i	i
CN(C)C(=O)C[n+]1ccc(/C=N/O)cc1	i	i	-2	-1	i	i	i	-0.1	i	i	i
O=C(Nc1ccc(F)cc1F)NC1CC1	i	i	-1	5	i	i	i	0.3	i	i	i
COc1ccc(Cn2c(=O)[nH]c3cc(C(=O)NCCCN4CCCC4)ccc3c2=O)cc1	i	i	-2	7	i	i	i	0.3	i	i	i
C=CCn1c(SCC(=O)N(C)C2CCS(=O)(=O)C2)nc2ccccc2c1=O (centres undefined)	i	i	0	-5	i	i	i	-0.2	i	i	i
O=C(NCCCCC(NC(=O)c1ccc([N+](=O)[O-])cc1)C(=O)O)c1ccc([N+](=O)[O-])cc1 (centres undefined)	i	i	5	5	i	i	i	-0.6	i	i	i
CCOc1ccc(NC(=O)c2ccc3c(=O)n(-c4ccc(OC)cc4OC)c(=S)[nH]c3c2)cc1	i	i	?	17	i	i	i	0.6	i	i	i
C/C(=C\C(=O)c1ccccc1)NNc1nc2ccccc2s1	i	i	28	-7	i	i	i	1.0	i	i	i

Not a hit list; about 6.1% have a hit in one of these screens.
